AmpC detergent: AmpC beta-lactamase inhibition with detergent present; P00811; AmpC hydrolysis of nitrocefin, absorbance 480 nm, 0.01% Triton; Potency, µM (highest dose often 114 µM), for the others: at the top dose activity change, negative = inhibition, most hits filed as inhibitors; hit rate 0.041% among 370,000;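 note: potency is the fitted concentration of half-maximal effect; 0% = no-compound wells and -100% = no-enzyme wells; nearly all actives have a fitted effect of over 25% in size; some results filed as inactive show a strong effect at the top dose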
Target sequence (P00811 whole entry, looked up): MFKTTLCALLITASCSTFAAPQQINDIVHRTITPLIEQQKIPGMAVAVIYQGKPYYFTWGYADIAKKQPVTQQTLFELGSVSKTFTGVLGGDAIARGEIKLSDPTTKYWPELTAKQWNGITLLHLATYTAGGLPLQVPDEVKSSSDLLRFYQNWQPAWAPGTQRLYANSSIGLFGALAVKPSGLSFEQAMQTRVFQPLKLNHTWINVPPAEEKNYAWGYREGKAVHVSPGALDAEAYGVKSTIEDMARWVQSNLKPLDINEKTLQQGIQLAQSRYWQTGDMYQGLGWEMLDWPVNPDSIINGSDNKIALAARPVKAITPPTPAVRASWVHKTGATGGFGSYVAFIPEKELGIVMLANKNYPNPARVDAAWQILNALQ
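AmpC (5.3 nM in the dispensed reagent) in 20 mM phosphate pH 7.0 with 0.01% (detergent screen) or 0.0001% Triton X-100 was preincubated with compounds for 15 min at room temperature. Nitrocefin was then added from an 800 uM solution, and hydrolysis was followed at 480 nm.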
AMA1 RON2 block: inhibitors of Plasmodium falciparum AMA1-RON2 interaction; AlphaScreen AMA1-biotinylated RON2 peptide binding; Potency, µM (highest dose often 58.2 µM), for the others: at the highest dose activity change, negative = inhibition, usual class: inhibitors; hit rate 0.2% among 360,000; AID 720542;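 note: potency is the fitted concentration of half-maximal effect; 0% = vehicle wells and -100% = peptide control; nearly all actives have a fitted effect of over 45% in size; some results filed as inactive show a strong effect at the top dose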
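AMA1 (3D7) with his tag at 25 nM final met compounds first, then biotinylated RON2 peptide at 25 nM; detection used donor plus acceptor beads, 10 µg/mL apiece, read by AlphaScreen after 30 min at room temperature.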
Giardia FBPA inh: Giardia lamblia aldolase inhibition. A8B2U2. purified Giardia FBPA. Potency, µM (top dose mostly 59.6 µM), without a hit: top-dose activity, negative = inhibition, usual class: inhibitors. hit rate 0.71% among 290,000. AID 2451; note: potency is the fitted concentration of half-maximal effect; nearly all actives have a fitted effect of over 55% in size
Target sequence (A8B2U2 whole entry, looked up): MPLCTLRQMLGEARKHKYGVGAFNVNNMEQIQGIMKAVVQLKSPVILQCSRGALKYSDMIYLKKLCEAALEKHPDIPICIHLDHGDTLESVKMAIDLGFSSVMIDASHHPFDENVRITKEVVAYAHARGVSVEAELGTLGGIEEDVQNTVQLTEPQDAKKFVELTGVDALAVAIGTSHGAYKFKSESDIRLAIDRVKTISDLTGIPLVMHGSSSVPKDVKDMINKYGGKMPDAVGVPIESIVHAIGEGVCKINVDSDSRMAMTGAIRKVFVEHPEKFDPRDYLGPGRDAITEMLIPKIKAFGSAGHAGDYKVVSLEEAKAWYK
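40 nM FBPA preincubated 10 min at RT with compound (up to 57.5 uM final), then substrate plus GAPDH/TPI/NAD/arsenate coupling and diaphorase/resazurin added. Fluorescence read after 20 min at RT, 525/598 nm.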
HCMV inh: blocks human cytomegalovirus replication | HFF cells, HCMV-luciferase reporter, 72 h; hits give low values | activity change, negative = inhibition, % at 57.5 µM | hit rate 4.5% among 410,000; in the data active = activity change below about -60%; inconclusive = no clear call, values can overlap the other calls; inactive = above about -39%
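Two compound doses tested in HFFs infected with HCMV-luciferase, MOI 1 PFU/cell, 72 h at 37C. Lysate luminescence read with OneGlo; data normalized against buffer-only and 10uM Salinomycin inhibitor controls.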
Sm TGR block: blocks Schistosoma mansoni thioredoxin glutathione reductase; purified TGR, DTNB reduction, TNB absorbance 405 nm; Potency, µM (top dose mostly 114 µM), for inactives: at the highest dose activity change, negative = inhibition, actives largely listed as inhibitors; Q962Y6; hit rate 3% among 360,000; note: potency is the fitted concentration of half-maximal effect; nearly all actives have a fitted effect of over 60% in size
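TGR 20 nM + NADPH 100 uM (dispensed conc.), cpd preinc 15 min RT; start with NADPH (500 uM addition) then DTNB (15 mM addition). Kinetic TNB absorbance, 405 nm filter. Four-parameter Hill fit across titration.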
HCV inh: HCV inhibition; Huh7.5.1 HCVcc-Cre infection, luciferase reporter, 44 h; Potency, µM (titrated, usually from 41.8 µM), for the others: top-dose activity change, negative = inhibition, hits mostly inhibitors; hit rate 3.4% among 340,000; note: potency is the fitted concentration of half-maximal effect
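Whole-lifecycle infectious HCVcc-Cre system; cells 1,000/well, compound then virus (~0.5 moi) added 4 h after plating, 44 h culture. Luciferase read 15 sec following 15 min substrate incubation, room temp.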
The depositor's hits bear a star; ? = inconclusive; . = no result given; & = joins results of further samples; [ ] = another dose, or the depositor's remark. Unless noted, calls come from the whole dose curve; as a rule, active = well fitted curve in the direction sought with a large enough effect; inconclusive = small, poorly fitted or top-dose-only effect, or another doubt; inactive = no such curve, though single readings can be large; an effect the other way counts as inactive or inconclusive. Unless noted, % is set by controls: 0 for no effect and ±100 for the full control effect. Rows are unselected, and some 9.3% of all compounds hit somewhere here.

| mol | HCMV inh | Sm TGR block | Giardia FBPA inh | AMA1 RON2 block | HCV inh | AmpC detergent |
| --- | --- | --- | --- | --- | --- | --- |
| O=C(/C=C/c1ccccc1[N+](=O)[O-])c1ccccc1Br | 18.7 | -20.3% | -0.3% | ? | ? | 0.7% |
| CCOCCCn1c(=NC(=O)c2ccco2)c(C(=O)OCC)cc2c(=O)n3cccc(C)c3nc21 | -7.7 | -18.4% | 1.8% | 5.7% | 11.2µM* | 2.4% |
| Cc1sc(NC(=O)Cc2ccc3c(c2)OCO3)nc1-c1ccc2c(c1)CCN2C(=O)c1ccc(F)cc1 | -34.6 | -18.1% | -6.1% | -9.2% | 1.26µM* | -4.3% |
| O=C(Nc1cc(C(F)(F)F)ccc1Cl)C(=O)N1CCCCC1 | -9.5 | 1.9% | 5.2% | -5.3% | 15.9% | ? |
| NC(=O)c1nsc(C(=O)N(c2ccccc2)C(C(=O)NC2CCCC2)c2ccncc2)c1N (centres undefined) | -20.0 | 5.6% | . | -0.2% | ? | -0.2% |
| Cc1ccc(C(=O)CC2(O)C(=O)N(Cc3ccc4c(c3)OCO4)c3ccccc32)cc1 (centres undefined) | 10.1 | ? | -4.8% | -17.9% | -16.5% | ? |
| CC(C)CNC(=S)N1CCC(c2nc(-c3ccc(F)cc3)no2)CC1 | ? | 2.7% | -3.8% | -19.3% | ? | 1.3% |
| COc1ccc(/C=C(/C#N)c2nc(-c3cc4ccccc4oc3=O)cs2)cc1 | 5.6 | 17.3% | . | . | . | 9.5% |
| Cc1ccc(C)c(OC(=O)c2cccc(S(=O)(=O)N3CCN(C)CC3)c2)c1 | 9.6 | -16.5% | . | -17.8% | . | -2.0% |
| CCc1ccc(N2CC(C(=O)NCCC3=CCCCC3)CC2=O)cc1 (centres undefined) | 3.7 | -11.0% | . | -6.8% | 1.8% | -3.5% |
| COc1ccccc1NC(=O)N(Cc1nnc2n1CCCCC2)c1ccc(F)cc1 | -2.9 | 10.0% | . | . | . | 18.1% |
| COc1cccc(CNC(=O)CCS(=O)(=O)c2cccc3nonc23)c1 | 14.4 | 44.7µM* | 0.0% | 19.6% | 10.0% | ? |
| CCn1c(=S)[nH]c2cc(C(=O)OC)ccc2c1=O | -24.6 | 8.9% | 0.6% | 63.0%[activator] | 2.0% | -5.0% |
| CCOC(=O)C1=C(N)Oc2c(oc(CO)cc2=O)C1c1ccc(F)cc1 (centres undefined) | -32.1 | -15.7% | -0.3% | -1.2% | ? | -6.2% |
| COc1cc(C(C)=O)ccc1OCC(=O)NCC(c1ccc(F)cc1)N1CCOCC1 (centres undefined) | -11.6 | . | . | 1.3% | 1.9% | . |
| CN(C)CCCNC(=O)/C=C/c1ccc2c(c1)OCO2 | 35.7 | -8.5% | 4.1% | 25.6% | 3.3% | -13.9% |
| O=C(Nc1ccccc1C(=O)NCc1cccnc1)c1ccccc1Cl | -30.4 | -3.8% | . | -16.4% | ? | -1.2% |
| CC(C)OP(=O)(c1ccc(N(C)C)cc1)C(O)c1ccc(C(C)C)cc1 (centres undefined) | 2.3 | -1.5% | -5.6% | -2.9% | 2.1% | 2.0% |
| Cc1oc2c(c1C(=O)NCc1ccccc1F)C1=NCCN1C=N2 | -6.3 | -0.3% | . | . | . | 14.7% |
| CCCc1nc2c(=O)n(C)c(=O)[nH]c2n1C | 8.3 | 0.4% | -27.5% | 11.5% | 15.5% | -5.9% |
| COc1ccccc1N1CC(C(=O)Nc2ccc(S(=O)(=O)N3CCOCC3)cc2)CC1=O (centres undefined) | 74.6 | 1.6% | 1.9% | 30.0% | -20.8% | -0.8% |
| O=C(c1ccco1)N1CCN(C(c2ccc(Cl)cc2)c2nnnn2CC2CCCO2)CC1 (centres undefined) | 2.6 | -32.4% | -17.3% | -4.3% | 2.7%&14.6% | -2.8% |
| CCN1CCCC1CNC(=O)c1cc2c(C)nc3ccccc3c2o1 (centres undefined) | -16.1 | -4.4% | -9.1% | -22.8% | ? | -13.0% |
| CN(C)C1=NCCN1CCCC1CCCC1 | -19.7 | -2.8% | . | -5.6% | -15.0% | ? |
| O=C(OCC(=O)N1CCOCC1)c1ccccc1OCc1ccccc1Cl | -19.4 | . | . | -4.7% | 3.2% | . |
| CN1C[C@@H]2C[C@@H](c3cccn3-c3ccccn3)N3CCC[C@@]23C1=O | -7.7 | 1.9% | -1.3% | 12.6% | 9.3% | 2.3% |
| O=C(COc1ccccc1Cl)Nc1nnc(S(=O)(=O)N2CCCCCC2)s1 | 1.5&4.5 | 10.2%&11.7% | -13.2% | -2.7% | 17.2% | 18.8% |
| CCOC(=O)c1c(C)[nH]c(CCC(=O)NCc2cc(OC)c(OC)c(OC)c2)c1C | 62.8 | -13.1% | . | . | . | 12.4% |
| CN1C[C@@H]2[C@@H]3C(=O)N(C)C(=O)[C@@H]3[C@](Cc3ccccc3)(C1=O)N2C(=O)c1ccc(F)cc1 | 19.1 | . | . | -0.3% | 30.1%[activator] | . |
| COC(=O)N/N=C/c1ccc(-c2cccc(Cl)c2)o1 | 11.4 | -8.9% | -5.4% | 2.3% | -20.8% | 1.7% |
| COc1ccc(Cl)cc1C(=O)NCC(C)C | -2.0 | -0.5% | 0.9% | -3.4% | -16.1% | ? |
| Cc1ccccc1CS(=O)(=O)c1cn(CC(=O)N2CCC(C)CC2)c2ccccc12 | -6.0 | -8.5% | -6.2% | 17.7% | -5.0% | -6.0% |
| COc1cccc(NC2=NCCCS2)c1 | -0.6 | -10.8% | 2.2% | 0.1% | 23.9% | ? |
| CCOC(=O)[C@@H]1[C@H]2COc3ccc(Br)cc3[C@@H]2N2C(=O)N(c3ccccc3)C(=O)[C@@]12C | -4.4 | 0.4% | -8.4% | 5.8% | 36.4%[activator] | -11.0% |
| Cc1ccc(C2/C(=C(\O)c3ccc4c(c3)OCCO4)C(=O)C(=O)N2CCCN(C)C)o1 (centres undefined) | . | -32.2% | -19.2% | . | . | 0.3% |
| O=C(Nc1ccc(Cl)cc1Cl)NC1CCCC1 | -0.1 | 3.6% | 0.0% | -11.7% | -0.4% | ? |
| CCc1cc2c(=O)n(Cc3ccco3)c(SCC(=O)N(C)C3CCS(=O)(=O)C3)nc2s1 (centres undefined) | -40.0 | 31.6µM* | -4.3% | -0.2% | ? | -6.9% |
| COc1ccc(CCNc2c([N+](=O)[O-])c(=O)oc3ccccc23)cc1OC | 16.9 | 0.0% | 4.9% | 5.1% | 0.7% | -3.3% |
| O=C1C2C3C=CC(C3=C(c3ccccc3)c3ccccc3)C2C(=O)N1Cc1ccccc1 (centres undefined) | -29.5 | 7.94µM* | -2.2% | -8.5% | 11.2µM* | 6.6% |
| COc1ccc(C(=O)NCC(c2ccc3c(c2)OCO3)N2CCN(C)CC2)cc1 (centres undefined) | 0.5 | -8.0% | . | . | . | 3.3% |
| O=C(OCc1cc(=O)n2ccsc2n1)c1ccccc1O | 32.3 | . | . | -0.4% | 7.5% | . |
| CCc1sc(C(=O)NCc2ccccc2)cc1C | -33.4 | 0.2% | -2.9% | 4.0% | -7.2% | -4.7% |
| C=CCNC(=S)N/N=C/c1ccc(OCc2ccccc2)cc1 | 2.5 | 0.1% | . | 58.7%[activator] | 3.3% | 0.5% |
| COc1ccccc1N1CCN(/N=C/c2cccc(OC)c2OC)CC1 | -33.3 | 7.3% | 1.8% | -28.5% | -12.7% | ? |
| CCC(CC)c1nnc(NC(=O)c2ccco2)s1 | 19.8 | 3.1% | 1.2% | -4.1% | 14.2% | 2.6% |
| CS(=O)(=O)N(CC(=O)NC1CCCCCC1)Cc1ccc(Cl)cc1 | 19.2 | 0.8% | 4.4% | 13.0% | 6.0% | -0.1% |
| COc1ccc(-n2nc(C(=O)N3CCN(c4cccc(C)c4)C(C)C3)c3c4ccccc4n(C)c3c2=O)cc1 (centres undefined) | 18.1 | 9.8% | . | . | . | 1.9% |
| O=C(COC(=O)COc1ccc(Br)cc1)NCc1ccc2c(c1)OCO2 | -1.6 | . | . | -6.1% | -4.7% | . |
| Cc1ccc(C)c(CSc2nnc(C)n3c2cc2sccc23)c1 | -19.2 | 9.8% | . | . | . | 19.6% |
| CCC(C)[C@H](NC(=O)[C@H](Cc1ccccc1)n1c(=O)[nH]c2ccccc2c1=O)C(=O)N1CCC[C@@H]1C(=O)O (some centres undefined) | -9.2 | -15.8% | -1.5% | -3.4% | 5.7% | -8.4% |
| COc1ccc(-c2cc(C(=O)Nc3c(C)nn(Cc4ccc(C)cc4)c3C)no2)cc1OC | -26.8 | -1.7% | . | . | . | 17.9% |
| CC1=CC(C)C2C(=O)N(O)C(=O)C2C1 (centres undefined) | 35.5 | 5.6% | 3.3% | 14.4% | 10.1% | 1.0% |
| COc1ccc2c(c1)C(NC(C)=O)CCc1cc(OC)c(OC)c(OC)c1-2 (centres undefined) | -67.1* | . | . | -2.2% | -8.6% | . |
| Clc1ccc(CN2CCCCCC2)cc1Cl | -9.9 | 4.8% | ? | ? | 9.9% | -13.3% |
| O=C(O)COCC(=O)N1CCN(C2c3ccccc3-c3ccccc32)CC1 | 11.1 | 0.0% | 5.6% | 0.0% | 11.0% | -13.0% |
| O=C1CCCC2=C1C(c1ccsc1)CC(=O)N2c1ccccc1 (centres undefined) | 6.4 | -8.6% | 0.7% | 14.2% | 16.0% | -8.1% |
| CCC(C)NCCOCCSc1ccc(Cl)cc1 (centres undefined) | 21.1 | -20.6% | -29.5% | -1.0% | ? | 0.7% |
| COc1ccc(NC(=O)CSC2=Nc3ccccc3C3=NC(CCC(=O)NCc4ccc(F)cc4)C(=O)N23)cc1Cl (centres undefined) | -15.0 | -2.0% | . | . | . | -9.6% |
| COc1ccc(C(=O)C2CCCN(S(=O)(=O)C(C)C)C2)c(C)c1 (centres undefined) | -23.2 | 29.1% | 2.3% | -4.3% | 4.6% | -8.6% |
| Cc1cccc(-c2noc(CCCC(=O)NC3CCCC3)n2)c1 | 4.6 | 6.8% | 6.2% | 7.1% | -29.5% | -13.4% |

Following part
| mol | HCMV inh | Sm TGR block | Giardia FBPA inh | AMA1 RON2 block | HCV inh | AmpC detergent |
| --- | --- | --- | --- | --- | --- | --- |
| CCOC(=O)[C@H]1[C@H]2COc3ccc(C)cc3[C@@H]2N2C(=O)CN(Cc3ccc(OC)cc3)C(=O)[C@@]12C | 15.4 | -16.0% | . | -5.1% | -0.7% | 5.7% |
| N#CCCN(C(=O)COC(=O)c1ccc(CNS(=O)(=O)c2ccc(F)c(Cl)c2)cc1)c1ccc(F)cc1 | -27.8 | -0.3% | -0.3% | 10.5%[11.6 µM] | 13.9% | -2.7% |
| COc1ccccc1NS(=O)(=O)c1cc(NC(=O)C(C)(C)C)ccc1N1CCOCC1 | -21.8 | 1.8% | . | -1.6% | ? | -18.1% |
| Cc1cc(O)c2c(c1)C(=O)c1cc(O)cc(O)c1C2=O | -9.9 | . | -0.8%&-2.5% | 7.4% | 42.7%[activator] | . |
| CN(CC(=O)N1CCN(c2ccccn2)CC1)S(=O)(=O)c1ccccc1 | 70.0 | -0.6% | 6.3% | 6.6% | 12.0% | ? |

Assay outcomes: PubChem BioAssay, National Center for Advancing Translational Sciences (NCATS)
